LDHA block: blocks human lactate dehydrogenase A; P00338; purified LDHA, NADH/diaphorase-resazurin fluorescence; active compounds read low; activity change, % (values are at about 110 or 230 µM); 480,000 compounds, 0.15% hits; AID 1347041; in the data active = activity change below about -30%; inconclusive = mostly about -25% to -30%;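 note: plate controls were DMSO wells for no effect and wells without enzyme for full effect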
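Resorufin fluorescence (ex540/em590), read at 0 and 20 min after diaphorase/resazurin addition, reports the NADH left after a 5 min room-temperature reaction of 2 nM human LDH5 with 0.06 mM NADH and 0.2 mM pyruvate.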
mIDH1 inhibitor: inhibitors of human mutant IDH1 R132H; IDH1-R132H enzyme, NADPH consumption, diaphorase/resazurin fluorescence; Potency, µM (top dose mostly 76.6 µM), inactives show at the highest dose activity change, negative = inhibition, usual class: inhibitors; 390,000 compounds, 0.093% hits; AID 602179; note: potency is the fitted concentration of half-maximal effect; % is set by controls: 0 for no effect and ±100 for the full control effect; nearly all actives have a fitted effect of over 65% in size
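IDH1-R132H (0.5 ug/mL) preincubated 30 min with compound, then NADPH (0.016 mM) and alpha-KG (2 mM) added; 80 min at RT, pH 7.5. Remaining NADPH coupled via diaphorase/resazurin to fluorescence (540/590 nm); concentration-response curves normalized to no-enzyme control.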
PI4K2A block: blocks human PI4K2A kinase activity; activity change, negative = inhibition, % at 76.9 µM; 420,000 compounds, 0.13% hits; Q9BTU6; purified PI4K2A, ADP-Glo luminescence, 1 h; active compounds read low; in the data active = activity change below about -50%; inconclusive = mostly about -30% to -49%;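 note: -100% = wells without enzyme as full effect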
Target sequence (Q9BTU6 whole entry, looked up): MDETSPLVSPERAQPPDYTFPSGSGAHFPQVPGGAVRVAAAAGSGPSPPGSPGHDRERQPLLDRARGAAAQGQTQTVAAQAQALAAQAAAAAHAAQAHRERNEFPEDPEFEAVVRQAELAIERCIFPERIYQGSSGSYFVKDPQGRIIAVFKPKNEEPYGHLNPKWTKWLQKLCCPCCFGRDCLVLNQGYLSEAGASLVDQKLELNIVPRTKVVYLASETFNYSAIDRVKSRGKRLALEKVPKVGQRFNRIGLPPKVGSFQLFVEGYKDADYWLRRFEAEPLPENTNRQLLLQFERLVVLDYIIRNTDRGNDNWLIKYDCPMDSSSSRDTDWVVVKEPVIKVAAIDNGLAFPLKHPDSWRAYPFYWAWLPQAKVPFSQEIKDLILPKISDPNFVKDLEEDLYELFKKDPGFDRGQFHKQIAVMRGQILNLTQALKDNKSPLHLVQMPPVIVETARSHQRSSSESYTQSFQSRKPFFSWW
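ADP-Glo luminescence measured ADP generated by PI4K2A enzyme (4 ug/mL before mixing) with 1.2 mM PI substrate (pre-mix) and 300 microM ATP (pre-mix). Tris pH7.5 buffer with MgCl2, Triton X-100; 1 h reaction at ambient temperature.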
TrxR1 substrate: substrates of rat thioredoxin reductase 1; Potency, µM (highest dose often 114 µM), without a hit: at the top dose activity change, negative = substrate turnover; purified TrxR1 substrate turnover, NADPH consumption readout; 390,000 compounds, 0.01% hits; O89049; note: potency is the fitted concentration of half-maximal effect; % is set by controls: 0 for no effect and ±100 for the full control effect; nearly all actives have a fitted effect of over 50% in size
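Rat TrxR1, dispensed at 90 nM, was prereduced with 400 uM NADPH (final) for 5 min at ~22 deg C, then incubated with compound 15 min before 400 uM selenite. A first-read NADPH fluorescence drop versus no-compound background flagged substrates.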
GRP78 ERSR act: induces the endoplasmic reticulum stress response in human glioma cells | U87-MG GRP78 promoter luciferase reporter, 16 h | Potency, µM, without a hit: at the highest dose activation, actives largely listed as activators | 420,000 compounds, 0.02% hits; note: potency is the fitted concentration of half-maximal effect; series mostly up to about 76 µM; % of control where 0% means no effect; nearly all actives have a fitted effect of over 35% in size
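ERSR induction read as luciferase luminescence (Bright-Glo, 10 min at room temperature) in stably transfected human U87-MG glioma cells exposed to compounds for 16 h, using GRP78 as sensor.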
Vif-A3F inh: blocks the Vif interaction with APOBEC3F | 390,000 compounds, 0.2% hits | HeLa A3F-eYFP + Vif (tagged APOBEC3F with the HIV-1 protein that degrades it), YFP fluorescence increase | Potency, µM (titrated, usually from 46.1 µM), for inactives: at the top dose activity, negative = active; note: potency is the fitted concentration of half-maximal effect; % of control where 0% means no effect; nearly all actives have a fitted effect of over 65% in size
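Fluorescence increase (Ex 488/Em 500-530) after overnight compound treatment at 37 deg C flags inhibition of Vif-driven A3F-eYFP loss in stable HeLa A3F-eYFP/Vif cells seeded overnight beforehand.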
USP1-UAF1 inh: USP1/UAF1 (human) deubiquitinase inhibition; 390,000 compounds, 0.23% hits; O94782; recombinant USP1/UAF1, Ub-Rhodamine cleavage fluorescence; Potency, µM (highest dose often 57.1 µM), for inactives: at the highest dose activity change, negative = inhibition, usual class: inhibitors; note: potency is the fitted concentration of half-maximal effect; % is set by controls: 0 for no effect and ±100 for the full control effect; nearly all actives have a fitted effect of over 60% in size; inactives centre near -12
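USP1/UAF1 complex at 1 nM was preincubated with compound for 15 min at room temperature, then Ub-Rho substrate (150nM final) was added. Fluorescence (480/540 nm) was read kinetically, 6 reads every 60 seconds.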
Vif-APOBEC3G blk: Vif-A3G binding inhibition; HeLa A3G-eYFP + Vif (tagged APOBEC3G with the HIV-1 protein that degrades it), YFP fluorescence, overnight; Potency, µM (doses to about 46.1 µM), for inactives: at the highest dose activity, negative = active, most hits filed as inhibitors; Q9HC16; 410,000 compounds, 0.076% hits;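 note: potency is the fitted concentration of half-maximal effect; % is set by controls: 0 for no effect and ±100 for the full control effect; nearly all actives have a fitted effect of over 60% in size; hits raise eYFP signal because A3G escapes Vif-driven loss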
Target sequence (Q9HC16 whole entry, looked up): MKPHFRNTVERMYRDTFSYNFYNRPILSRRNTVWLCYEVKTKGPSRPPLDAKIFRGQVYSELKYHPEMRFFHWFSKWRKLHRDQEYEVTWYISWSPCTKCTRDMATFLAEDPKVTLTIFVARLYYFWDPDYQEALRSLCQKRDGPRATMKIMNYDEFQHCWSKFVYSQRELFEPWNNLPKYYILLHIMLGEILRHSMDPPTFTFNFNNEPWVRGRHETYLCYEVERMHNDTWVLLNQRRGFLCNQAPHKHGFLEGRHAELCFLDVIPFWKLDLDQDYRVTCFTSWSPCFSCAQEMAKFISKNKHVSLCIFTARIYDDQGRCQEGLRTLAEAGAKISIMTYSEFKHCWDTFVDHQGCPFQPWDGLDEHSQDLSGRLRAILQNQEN
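Read-out is eYFP fluorescence (Ex 488/Em 500-530) from Vif-expressing HeLa A3G-eYFP cells; more signal means A3G escaped Vif-mediated degradation. Cells plated overnight, compound pinned in, incubated overnight at 37 deg C.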
RXFP1 ag: RXFP1 (human) receptor agonism. Potency, µM (doses to about 57.5 µM), for inactives: at the top dose activation, hits mostly activators. AID 2676. HEK293T-RXFP1 cAMP TR-FRET, 30 min; response scale: percent of porcine relaxin response, buffer zero. 370,000 compounds, 0.3% hits. Q9HBX9; note: potency is the fitted concentration of half-maximal effect; % is set by controls: 0 for no effect and ±100 for the full control effect; nearly all actives have a fitted effect of over 60% in size; many of its hits are not listed in these tables
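Agonist response is measured as cAMP accumulation in an RXFP1-transfected HEK293T line under PDE4 inhibition. Values are scaled between buffer-only and 29 nM porcine relaxin, and EC50s come from standard Hill equation fits.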
* = called active by the depositor; ? = inconclusive; . = not tested or not shown; & = joins results of further samples; [ ] = dose if it differs, or a comment. Unless noted, calls come from the whole dose curve; as a rule, active = well fitted curve in the direction sought with a large enough effect; inconclusive = small, poorly fitted or top-dose-only effect, or another doubt; inactive = no such curve, though single readings can be large; an effect the other way counts as inactive or inconclusive. An excerpt; rates above refer to the full screens.

no. | compound | Vif-APOBEC3G blk | TrxR1 substrate | LDHA block | Vif-A3F inh | GRP78 ERSR act
1 | COc1ccccc1-c1nc(CNC(=O)Nc2ccccc2)c(C)o1 | -1% | 3%[57.1 µM] | -1 | -1% | -2%
2 | COCCCNC(=O)c1ccccc1N(Cc1ccccc1)S(=O)(=O)c1ccc(OC)cc1 | -27% | -2% | 0 | -12% | -6%
3 | CC(C)CSc1nc2ccccc2n1CC(N)=O | 2% | 4% | 0 | 0% | -5%
4 | O=C(CSc1nc(-c2ccc(Cl)cc2)nc2c1Cc1ccccc1O2)N1CCCCC1 | -2% | -4% | -6 | -2% | -4%
5 | Cc1cc(NC(=O)C(C)SCC(=O)OC(C)C(=O)Nc2cccc(C#N)c2)no1 (stereo not drawn) | -4% | -1% | -2 | 4% | -3%
6 | CC(=O)c1ccc(S(=O)(=O)NCc2ccc(C(=O)NCC(c3ccccc3)N(C)C)cc2)cc1 (stereo not drawn) | 1% | 2% | -6 | -18% | -5%
7 | COc1nc(C#N)nc(N(C)C)n1 | -11%&4% | 7%&1% | -1&-2 | -6% | -7%&-5%
8 | N#Cc1cccc(NC(=O)CCNC(=O)c2ccccc2Cl)c1 | -6% | -2% | -4 | 0% | -6%
9 | NS(=O)(=O)c1ccc2nc(NC(=O)Nc3ccc(F)cc3)sc2c1 | -23% | 0% | -4 | ? | 10%
10 | CC1CC(C)CN(CCCNC(=O)CN2C(=O)COc3ccc(S(=O)(=O)N4CCOCC4)cc32)C1 (stereo not drawn) | 1% | -1% | 1 | 0% | -3%
11 | O=C(CNS(=O)(=O)c1c(F)cccc1F)NC1CCCc2ccccc21 (stereo not drawn) | -4% | -1%[2.29 µM] | -6 | 5% | -3%
12 | CCCc1cc(NCCOCCO)n2c(nc3ccccc32)c1C#N | -4% | . | -6 | -1% | -1%

no. | USP1-UAF1 inh | mIDH1 inhibitor | RXFP1 ag | PI4K2A block
1 | -26% | 3% | 0.6% | 2
2 | -23% | 7% | 0.5% | 4
3 | -11% | 2% | 0.0% | 2
4 | -4% | -13% | 2.4% | -2
5 | -10% | 1% | -0.4% | 4
6 | -13% | -3% | 1.8% | 0
7 | -20% | 8% | 0.9% | 10
8 | 4% | 3% | 0.2% | 3
9 | -14% | -1% | -0.3% | 1
10 | -16% | -6% | 1.6% | 1
11 | 4% | 0% | . | 3
12 | -2% | -6% | . | -3

Remaining list, next part
no. | compound | Vif-APOBEC3G blk | TrxR1 substrate | LDHA block | Vif-A3F inh | GRP78 ERSR act
13 | COc1ccc2c(c1)Cc1sc(NC(=O)c3ccccc3)nc1-2 | -3% | 3% | 19 | -2% | -3%
14 | Cc1ccccc1NC(=O)C(=Cc1ccc(C(=O)O)cc1)C(=O)Nc1ccccc1C | -16% | -9%[57.1 µM] | -2 | 5% | -17%
15 | O=C(Nc1ccc2c(c1)OCO2)C1CCN(c2ccc(S(=O)(=O)N3CCOCC3)cc2)CC1 | 3% | 7%[57.1 µM] | 2 | -2% | 5%
16 | O=C(COC(=O)c1ccccc1[N+](=O)[O-])NC(=O)c1ccccc1 | 0% | -6% | -2 | 0% | -1%
17 | COC(=O)C1=CCCCC(O)=C1C(=O)OC | -1% | . | 2 | -2% | -3%
18 | CCOC(=O)c1cc(S(=O)(=O)N2CCN(c3ccc(F)cc3)CC2)[nH]n1 | 0% | 14%[57.1 µM] | -3 | -3% | -3%
19 | COc1ccc(C)cc1C1=Nc2ccccc2C1(C)C | 0% | -7% | -8 | -1% | 0%
20 | CCOc1ccc(OCCC(=O)OCC(=O)Nc2cc(S(=O)(=O)N3CCOCC3)ccc2OC)cc1 | -4% | -3% | -4 | -5% | -4%
21 | Cc1cc(C)c(Cn2c(=O)[nH][nH]c2=O)cc1Cn1c(=O)[nH][nH]c1=O | 1% | . | -2 | -13% | -5%
22 | CCOC(=O)N1CCN(C(=O)CSCc2ccc(Br)cc2)CC1 | 0% | -10%[57.1 µM] | 0 | -1% | 4%
23 | O=C(NCc1ccc(Cl)cc1)C(=O)NCC(c1cccs1)S(=O)(=O)c1cccs1 (stereo not drawn) | 4% | 1%[57.1 µM] | -6 | 2% | -5%
24 | O=c1c2cc(Cl)ccc2[nH]c(=S)n1Cc1cccs1 | 4% | 5%[57.1 µM] | -11 | -19% | 2%

no. | USP1-UAF1 inh | mIDH1 inhibitor | RXFP1 ag | PI4K2A block
13 | ? | 5% | 3.1% | ?
14 | -4% | 15% | -2.3% | -25
15 | -10% | 2% | ? | -5
16 | -13% | 2% | 0.6% | 1
17 | 3% | -6% | . | 1
18 | -19% | -20% | . | 1
19 | -14% | 1% | 0.8% | 2
20 | -2% | -11% | . | -2
21 | -10% | 8% | . | 6
22 | -4% | 9% | 0.2% | -1
23 | -22% | 0% | 1.7% | 0
24 | -16% | -4% | 4.0% | 3

Two compounds drawn at random from those above:
no. | compound | Vif-APOBEC3G blk | TrxR1 substrate | LDHA block | Vif-A3F inh | GRP78 ERSR act
23 | O=C(NCc1ccc(Cl)cc1)C(=O)NCC(c1cccs1)S(=O)(=O)c1cccs1 (stereo not drawn) | 4% | 1%[57.1 µM] | -6 | 2% | -5%
13 | COc1ccc2c(c1)Cc1sc(NC(=O)c3ccccc3)nc1-2 | -3% | 3% | 19 | -2% | -3%

no. | USP1-UAF1 inh | mIDH1 inhibitor | RXFP1 ag | PI4K2A block
23 | -22% | 0% | 1.7% | 0
13 | ? | 5% | 3.1% | ?

A different layout for 4 compounds above:
[24] O=c1c2cc(Cl)ccc2[nH]c(=S)n1Cc1cccs1
  Vif-APOBEC3G blk: 4%
  TrxR1 substrate: 5%[57.1 µM]
  LDHA block: -11
  Vif-A3F inh: -19%
  GRP78 ERSR act: 2%
  USP1-UAF1 inh: -16%
  mIDH1 inhibitor: -4%
  RXFP1 ag: 4.0%
  PI4K2A block: 3

[13] COc1ccc2c(c1)Cc1sc(NC(=O)c3ccccc3)nc1-2
  Vif-APOBEC3G blk: -3%
  TrxR1 substrate: 3%
  LDHA block: 19
  Vif-A3F inh: -2%
  GRP78 ERSR act: -3%
  USP1-UAF1 inh: ?
  mIDH1 inhibitor: 5%
  RXFP1 ag: 3.1%
  PI4K2A block: ?

[23] O=C(NCc1ccc(Cl)cc1)C(=O)NCC(c1cccs1)S(=O)(=O)c1cccs1 (stereo not drawn)
  Vif-APOBEC3G blk: 4%
  TrxR1 substrate: 1%[57.1 µM]
  LDHA block: -6
  Vif-A3F inh: 2%
  GRP78 ERSR act: -5%
  USP1-UAF1 inh: -22%
  mIDH1 inhibitor: 0%
  RXFP1 ag: 1.7%
  PI4K2A block: 0

[14] Cc1ccccc1NC(=O)C(=Cc1ccc(C(=O)O)cc1)C(=O)Nc1ccccc1C
  Vif-APOBEC3G blk: -16%
  TrxR1 substrate: -9%[57.1 µM]
  LDHA block: -2
  Vif-A3F inh: 5%
  GRP78 ERSR act: -17%
  USP1-UAF1 inh: -4%
  mIDH1 inhibitor: 15%
  RXFP1 ag: -2.3%
  PI4K2A block: -25

Carrying on.
no. | compound | Vif-APOBEC3G blk | TrxR1 substrate | LDHA block | Vif-A3F inh | GRP78 ERSR act
25 | O=C(CSc1nnnn1C1CCCC1)Nc1ccc2c(c1)OCO2 | -1% | 6%[57.1 µM] | 2 | 0% | 2%
26 | COc1cccc(NC(=O)c2sc3nc(C)c(C(=O)Nc4ccc(C)cc4C)c(-c4ccccc4Cl)c3c2N)c1 | 4% | 30% | 4 | 3% | -2%
27 | Cc1ccc(NC(=O)CSc2nnc3ccc4ccccc4n23)cc1 | ? | -3%[57.1 µM] | -2 | -1% | 0%
28 | CC(NC(=O)c1ccccc1SCC(=O)N1CCCC1)c1ccc(F)cc1 (stereo not drawn) | -2% | 2% | -8 | 6% | -1%
29 | Cc1ccc(CSC2=NS(=O)(=O)c3ccccc32)cc1 | -20% | 1% | -4 | . | -7%
30 | OC1CCCN(c2c3c(nc4cc(-c5cccc(F)c5)nn24)CCCC3)C1 (stereo not drawn) | -2% | 55% | 0 | 3% | 1%
31 | Cn1cnnc1SCC(=O)Nc1sccc1C#N | -3% | 4% | -3 | -12% | -1%
32 | COc1ccc(C2C(C(=O)O)CCC(=O)N2c2ccc(C)cc2)cc1OC (stereo not drawn) | 3% | -4% | -7 | 3% | -5%
33 | COc1ccc(/C=N/NC(=S)Nc2ccccc2)cc1COc1cccc(C)c1C | 2% | -2% | -7 | -5% | 7%
34 | COc1ccccc1-n1c(SCC(=O)N2CCCC2)nnc1-c1ccccc1 | -3% | -4% | 0 | -1% | -4%
35 | CC(C)Oc1cc(NC(=O)CS(=O)CC(=O)Nc2cccc(C(F)(F)F)c2)c(Cl)cc1Cl (stereo not drawn) | -18% | -3% | 8 | -6% | -1%

no. | USP1-UAF1 inh | mIDH1 inhibitor | RXFP1 ag | PI4K2A block
25 | -13% | 2% | 1.8% | 0
26 | 1% | 0% | 21% | 6
27 | -31% | 20% | ? | -18
28 | -18% | 0% | 2.4% | -7
29 | . | . | . | .
30 | -16% | ? | 2.7% | 2
31 | -14% | 0% | 0.3% | -3
32 | -3% | 1% | 1.9% | 0
33 | -10% | 23% | 0.0% | -3
34 | 3% | 15% | -1.1% | -4
35 | -8% | 0% | 1.6% | -3

Assay outcomes (PubChem BioAssay)
